ssDAF-12 act: activates DAF-12 receptor from parasite S. stercoralis | HEK293 ssDAF-12/GRIP1 lit1-tk-luc reporter, luminescence; % of 3 µM dafachronic acid response | activation, % at 6.8 µM | 370,000 tested, 1% active | AID 652126;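 active = activation above the mean over all tested compounds plus 3 SD, cut at about 0.9% in these data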;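 also: 0% = DMSO-only wells and 100% = 3 µM delta7-dafachronic acid wells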
SMARCA2 activ: SMARCA2 function activation, primary screen | AID 652017 | 370,000 tested, 1% active | activation, % at 9.1 µM | MG213 cells, MMTV-luciferase reporter, dexamethasone, overnight; in the data active = activation above about 7.8%;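 also: 0% = vehicle wells and 100% = reference activator wells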
hcDAF12 agonist: H. contortus DAF-12 activation, primary screen. HEK293 hcDAF-12 lit1-tk-luc reporter, luminescence; 0% DMSO, 100% Δ7-dafachronic acid. activation, % at 6.8 µM. 370,000 tested, 1.4% active. AID 652067;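 active = activation above the mean of all tested compounds plus 3 SD, cut at about 5.5% in these data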;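 also: 100% = response to 3 µM Δ7-dafachronic acid high control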
DAX1 inh-1: DAX1 (NR0B1) inhibition, primary screen; HEK293T StAR-luciferase reporter, SF-1/DAX-1 repression relief; inhibition, % at 6.8 µM; 370,000 tested, 1.1% active; AID 652010;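 active = inhibition above the mean over all tested compounds plus 3 SD, cut at about 3.6% in these data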;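 also: 0% = DAX-1 cells with DMSO and 100% = cells lacking DAX-1 with DMSO; higher inhibition means more luminescence from relief of DAX-1 repression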
GC-A act: GC-A (human) enzyme activation; P16066; HEK293 GC-A cells, cGMP TR-FRET, EC30 ANP; 0% at EC30 ANP, 100% saturating ANP; activation, % at 10 µM; 370,000 tested, 0.14% active; AID 1671463; in the data active = activation above about 40%
DAX1 inh-2: inhibits human nuclear receptor DAX1; HEK293 Gal4-DAX1 luciferase reporter, luminescence; 340,000 tested, 0.99% active; AID 504766; inhibition, % at 6.75 µM; P51843;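 active = inhibition above the mean over all tested compounds plus 3 SD, cut at about 4.2% in these data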;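 also: 0% = DAX1-transfected cells with DMSO and 100% = empty-vector control cells with DMSO; inhibition shows as a rise in luminescence from relieved DAX1 repression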
Target sequence (P51843 207-470 limits assumed): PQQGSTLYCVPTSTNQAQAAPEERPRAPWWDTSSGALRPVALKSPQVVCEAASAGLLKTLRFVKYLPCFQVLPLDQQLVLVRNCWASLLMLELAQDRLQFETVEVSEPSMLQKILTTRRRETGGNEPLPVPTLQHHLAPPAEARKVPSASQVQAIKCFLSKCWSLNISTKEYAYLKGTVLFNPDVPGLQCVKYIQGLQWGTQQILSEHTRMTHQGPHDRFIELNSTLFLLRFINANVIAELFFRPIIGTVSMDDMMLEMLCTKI
GAA850 FXN act: activators of GAA850 frataxin (FXN) promoter | HEK293 lucGAA850 FXN promoter luciferase reporter, 24 h; percent of 10 µM SAHA response | activation, % at 6 µM | 360,000 tested, 0.56% active | AID 540364;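 active = activation above the average of all compounds screened plus 3 SD, cutoff fixed separately per campaign, cut at about 7.5% in these data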;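 also: 0% = DMSO wells and 100% = 10 µM SAHA wells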
PG9 Ab binder: PG9 antibody binding by small molecule. AID 624416. 360,000 tested, 0.43% active. TR-FRET gp120-PG9 antibody binding. inhibition, % at 6.7 µM; in the data active = inhibition above about 8.5%
hgDAF12 agonist: activates the H. glycines DAF-12 receptor ligand-binding domain; HEK293 GAL4-hgDAF12 UAS-luciferase reporter, agonist luminescence; normalized to butyrate control; activation, % at 6.8 µM; 370,000 tested, 1.8% active; AID 687014;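 active = activation above a cutoff set at the mean of all screened compounds plus 3 SD, cut at about 10% in these data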;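 also: 0% = DMSO wells and 100% = sodium butyrate wells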
ADAM10 inh: inhibitors of human ADAM10; inhibition, % at 7 µM; AID 720582; 370,000 tested, 0.62% active; recombinant ADAM10, EDANS/DABCYL FRET peptide cleavage, 3 h; O14672;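 active = inhibition above a per-campaign cutoff equal to the mean of compounds falling between control-based bounds plus 3 SD, cut at about 20% in these data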;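 also: 0% = DMSO wells while the 100% control is not disclosed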
ADAM17 inh: inhibits human ADAM17; recombinant ADAM17, EDANS/DABCYL FRET peptide cleavage; inhibition, % at 6.95 µM; 370,000 tested, 0.83% active; AID 720648;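 active = inhibition above the mean of compounds lying between control limits plus 3 SD, set per campaign, cut at about 8.5% in these data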;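 also: 0% = DMSO-only wells as the low control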
Target sequence (P78536 215-824 limits assumed): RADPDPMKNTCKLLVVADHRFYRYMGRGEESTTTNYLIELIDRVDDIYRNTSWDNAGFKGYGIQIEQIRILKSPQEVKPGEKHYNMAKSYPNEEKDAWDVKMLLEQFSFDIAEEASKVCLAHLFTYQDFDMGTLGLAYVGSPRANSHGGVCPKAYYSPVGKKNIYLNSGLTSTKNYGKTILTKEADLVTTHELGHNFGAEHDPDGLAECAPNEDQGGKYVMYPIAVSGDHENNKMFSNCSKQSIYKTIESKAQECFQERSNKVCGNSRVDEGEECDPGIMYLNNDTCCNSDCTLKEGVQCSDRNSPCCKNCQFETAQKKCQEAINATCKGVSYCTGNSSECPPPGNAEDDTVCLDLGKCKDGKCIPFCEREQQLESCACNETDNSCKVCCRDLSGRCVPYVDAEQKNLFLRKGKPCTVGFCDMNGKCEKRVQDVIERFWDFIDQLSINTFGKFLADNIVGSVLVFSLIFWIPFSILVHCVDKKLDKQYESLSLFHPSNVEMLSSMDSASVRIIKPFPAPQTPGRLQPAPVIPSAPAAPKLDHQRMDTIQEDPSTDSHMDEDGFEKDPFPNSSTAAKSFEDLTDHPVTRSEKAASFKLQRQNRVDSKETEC
* hit, by the source's call; x = not tested or not shown.

SMILES	ssDAF-12 act	SMARCA2 activ	hcDAF12 agonist	DAX1 inh-1	GC-A act	DAX1 inh-2	GAA850 FXN act	PG9 Ab binder	hgDAF12 agonist	ADAM10 inh	ADAM17 inh
CCCc1cc(CN(C)C(=O)c2ccc(OC3CCN(C(C)=O)CC3)c(OC)c2)[nH]n1	-0.7	-6	2.2	-0.3	3	1.6	1.0	0.2	0.5	-3	-2
COc1ccc(-c2nc(=S)c3c([nH]2)Oc2ccc(C)cc2C3)cc1O	-0.3	-1	5.0	-0.2	-1	-0.3	3.5	-2.7	1.6	-7	1
COc1cc(OC)cc(N2C(=O)CC(N3CCC(C(=O)N4CCCCC4)CC3)C2=O)c1 (stereo not given)	-1.2	0	-0.3	-0.9	3	-0.9	0.7	-1.8	-0.1	-13	-3
CCN(CC)S(=O)(=O)c1ccc(Cl)c(NC(=O)c2ccncc2)c1	-1.1	0	-0.6	-0.7	3	0.1	1.9	-0.6	0.3	-3	-1
O=c1c2ccccc2c(C=NCc2ccccn2)c(O)n1-c1ccccc1	-1.0	0	1.4	-0.3	2	-0.5	-1.0	1.1	-0.5	-9	-4
Cc1ccc(S(=O)(=O)N2CCN(c3ccc(C(=O)N4CCOCC4)cc3[N+](=O)[O-])CC2)cc1	-2.2	-4	-4.1	-1.7	1	-0.1	-0.6	-0.7	-4.8	-6	-5
COc1ccc(-c2cc(CNC(=O)CN3CCN(C)CC3)on2)cc1	-0.8	-1	-0.8	0.0	1	0.6	1.3	0.5	2.5	-5	-1
COC(=O)[C@@]12CCCCC3=C1N(CCC3)C(=O)[C@H]2CC(=O)NCCCCc1ccccc1	-0.5	-3	0.1	1.6	-1	x	x	x	1.7	0	-1
COc1ccc(Cl)cc1NC(=O)CSc1sc2c(O)cc(=O)[nH]c2c1C#N	-0.8	7	0.6	0.5	-2	-1.8	-0.8	-2.5	1.4	-3	0
Cn1nc(Cc2cccc3ccccc23)c(C#N)c1N	-1.2	-1	-2.2	0.4	-4	1.1	0.5	1.1	1.5	-5	-5
COc1ccc(N2C(=O)CC2(C#N)c2ccc(OCc3ccccc3)cc2)cc1 (stereo not given)	-1.2	-2	-2.1	0.0	5	0.7	1.1	0.0	1.4	1	-2
Cc1ccccc1OCCn1cc(C=O)c2ccccc21	-2.0	-1	-3.0	-1.2	-7	-2.7	0.5	0.1	-4.7	11	5
Cc1nn(Cc2c(Cl)cccc2Cl)c(Cl)c1/C=C/C(=O)OCC(=O)NCC(F)(F)F	-1.3	-4	-1.9	-0.1	0	-0.8	-0.1	0.5	2.1	-3	-4
O=C(NC1CCCC1)C(c1ccco1)N(C(=O)c1ccco1)c1ccccc1 (stereo not given)	-1.1	-2	-0.6	-0.2	-3	1.3	2.6	1.6	-2.6	-2	-1
CCCCCNC(=O)N[C@H](C(=O)O)C(C)C	-1.0	-1	-0.8	0.0	-6	2.5	-3.2	0.5	-1.4	-6	-6
C=CCN1C(=S)N[C@@H]2CS(=O)(=O)C[C@@H]21	-1.4	-2	0.0	-0.2	3	x	0.4	0.4	3.9	7	-3
Cc1nc2cc3nc(C)sc3cc2s1	-0.7	9.0*	0.6	2.1	0	0.3	4.0	-0.8	2.4	6	2
CCOc1ccc2nc(NS(=O)(=O)c3ccc4c(c3)n(C)c(=O)n4C)sc2c1	-0.8	-2	0.9	-0.1	4	2.3	-1.1	-0.8	0.8	-2	-2
O=C(C[C@@H]1C/C=C\C[C@H](NC(=O)OCC2c3ccccc3-c3ccccc32)C(=O)OC[C@@H]2CCCN2C1=O)NCCO	-0.9	0	-1.5	0.1	0	-0.2	0.3	-2.8	3.5	-1	-1
CCOC(=O)c1cc2c3ccccc3n(CC)c2nc1N	-1.2	-1	-2.0	-0.7	-1	0.5	1.4	5.9	1.8	-199	-66
COc1ccc(N=Nc2cnc(C)nc2-c2ccccc2)cc1	-1.1	1	-0.5	-0.1	-3	-0.8	2.4	-3.5	-0.4	4	3
CCc1cccc(NC(=O)CCCN2C(=O)C(c3ccccc3)Oc3cccnc32)c1 (stereo not given)	-1.0	-2	-2.9	0.0	-4	2.2	4.2	-2.5	2.8	11	5
CCOc1ccc(-c2c(C(=O)N/N=C/c3cccs3)nnn2-c2nonc2N)cc1	-1.7	-3	-0.9	0.6	0	-0.1	0.0	1.0	-1.2	5	4
Cc1cc(C)c2c(CC(=O)O)coc2c1	-0.7	2	-0.8	-0.4	-2	0.2	1.2	-0.7	-2.0	2	-7
N#C/C(=C/Nc1ccccc1C(=O)O)C(N)=O	-0.7	-1	-0.7	-0.1	2	-0.4	2.0	-1.5	1.6	7	1
CCC(c1nnnn1-c1ccc2c(c1)OCCO2)N1CCN(CC)CC1 (stereo not given)	-0.6	-7	-0.4	5.4*	3	x	x	-0.2	0.0	4	0
COC(CNC(=O)c1ccc2c(c1)nc(C)n2-c1ccc(F)c(F)c1)OC	-1.1	-2	-1.2	-0.9	3	1.7	0.3	0.8	-3.4	-2	-4
COCC1CCN(C(=O)C2CCC(=O)N(CC3CCCCC3)C2)CC1 (stereo not given)	-1.3	-3	0.7	-0.1	-1	0.9	-0.5	-1.0	-0.5	2	1
CCC1CN(C(=O)N2CCC(C(=O)Nc3ccccc3F)CC2)c2ccccc2O1 (stereo not given)	-1.6	-1	-0.4	-0.2	6	0.6	1.0	-1.7	0.3	4	-4
N#Cc1nc(COc2ccc(Cl)cc2Cl)oc1N1CCN(c2ccccc2)CC1	-1.3	-1	-2.4	0.4	4	-0.1	1.2	-0.2	0.2	0	-3

Some of these compounds in order of their number in hcDAF12 agonist, descending:
compound | hcDAF12 agonist
Cc1nc2cc3nc(C)sc3cc2s1 | 0.6
O=C(C[C@@H]1C/C=C\C[C@H](NC(=O)OCC2c3ccccc3-c3ccccc32)C(=O)OC[C@@H]2CCCN2C1=O)NCCO | -1.5
CCOC(=O)c1cc2c3ccccc3n(CC)c2nc1N | -2.0

Continuation:
SMILES	ssDAF-12 act	SMARCA2 activ	hcDAF12 agonist	DAX1 inh-1	GC-A act	DAX1 inh-2	GAA850 FXN act	PG9 Ab binder	hgDAF12 agonist	ADAM10 inh	ADAM17 inh
O=C(O)c1cccc2c1Oc1ccccc1S2(=O)=O	-0.7	-3	1.5	0.0	2	-0.2	-0.3	-0.1	-3.5	4	1
O=C(CCCn1c(SCc2cc(=O)n3cc(Cl)ccc3n2)nc2ccccc2c1=O)NCC1CCCO1 (stereo not given)	-1.4	-1	-1.2	-0.4	8	1.0	0.2	-1.8	-2.3	1	-3
CC(C)(C)SCCNC(=O)c1ccc(CN2CCc3ccccc3C2)cc1	-1.0	-2	0.2	-0.6	4	-0.8	-0.1	-1.6	1.2	2	-2
CC[C@@]12C(=O)N(c3ccc(C)cc3)C(=O)N1[C@H](c1ccc(OC)cc1)[C@@H]1C(=O)N(C(C)(C)C)C(=O)[C@@H]12	-0.9	2	-0.8	-0.4	1	0.5	12*	-2.3	-1.2	15	-1
COc1ccc(NC(=O)C2CCCN2S(=O)(=O)c2ccc3c(c2)C(C)(C)C(=O)N3C)cc1 (stereo not given)	-1.7	-3	-1.9	-0.1	-3	x	-2.4	-1.0	-1.8	-10	1
COc1cc(-c2ccc(=O)[nH]n2)ccc1OC(F)F	-1.5	8.1*	-0.7	1.7	4	0.1	3.8	0.3	0.4	7	-1
Cn1nc(C(=O)Nc2ccc(Br)cc2)cc1C(=O)Nc1ccc(Br)cc1	-0.4	0	1.4	0.0	1	0.9	0.3	0.1	0.0	-2	-3
COc1cc(Cl)c(C)cc1NC(C)C(=O)Nc1cc(C(F)(F)F)ccc1N1CCOCC1 (stereo not given)	-0.2	-4	0.2	-0.5	-8	-0.4	-2.3	-0.2	-0.7	3	-4
CCC(=O)Nc1cc(=O)[nH]c2ncnn12	-0.3	-1	-0.9	-0.3	1	-0.1	0.6	-1.0	3.0	-3	-1
CN(CCc1ccccn1)C(=O)c1cccnc1Oc1ccc(Cl)cc1	-0.7	-4	-1.2	-0.2	0	0.4	-0.2	0.4	-2.9	-1	-5
COc1ccc(-c2nnn(CC(=O)N(Cc3ccccc3Cl)C(C(=O)NCC3CCCO3)c3ccco3)n2)cc1 (stereo not given)	-1.4	-1	-0.1	-0.3	-4	0.0	0.3	0.8	1.6	-5	-3
COc1cc(-c2cc(C(=O)NCc3ccco3)c3ccccc3n2)cc(OC)c1OC	-1.5	1	-1.8	-0.8	10	-2.5	-2.0	0.1	-1.7	-15	-3
COc1ccc(OC)c(NC(=O)c2cc(S(=O)(=O)N(C)C)ccc2N2CCCC2)c1	-0.8	-2	-1.9	-1.9	4	2.3	0.5	-0.8	-1.0	-5	-1
CCN1CCN(C/C(C)=C/c2ccccc2)CC1	-0.1	2	-0.6	-0.5	1	0.1	-0.1	-1.9	0.8	4	-1
CCOc1ccc(CCN2C(=O)c3ccc(C(=O)O)cc3C2=O)cc1OCC	-0.4	1	-1.0	1.2	5	0.5	2.2	-0.6	-1.0	-2	-6
CCOC(=O)c1ccccc1NS(=O)(=O)c1ccc(OCC)cc1	-2.2	-1	-2.9	-2.5	-1	-3.6	-2.8	2.1	-1.2	5	1
O=C(NC1CCCc2ccccc21)C1CCCN(S(=O)(=O)c2cnc[nH]2)C1 (stereo not given)	-0.6	0	-0.6	0.7	8	0.1	0.4	-2.1	0.9	4	-1
CSc1ccc(/C=c2\s/c(=C\C(=O)C(C)(C)C)n(CC(=O)NCCC3=CCCCC3)c2=O)cc1	-0.8	1	-2.0	-0.7	-1	1.7	0.4	-0.9	3.1	3	2
O=C(c1ccc(C(F)(F)F)cc1)C1CCCN(C(=O)CCc2ccncc2)C1 (stereo not given)	-1.5	-2	-4.3	-6.5	4	-0.5	-0.7	-0.6	-1.8	-1	1
O=C(CSc1nnc2c(Cl)cc(Cl)cn12)N1CCN(c2ccc(F)cc2)CC1	-0.8	-1	-0.8	-0.5	-10	0.1	-1.1	-2.2	-2.0	4	2
C=CCn1c(O)c(N=NC(=O)c2ccccc2NS(=O)(=O)c2cccs2)c2ccccc21	-2.4	-8	-5.5	-1.1	6	0.2	4.7	-0.8	-16	-3	2
CCN(C(=O)CSc1nnc(SC(C)C)s1)C1CCS(=O)(=O)C1 (stereo not given)	-1.4	-1	-0.5	0.1	-1	0.5	1.2	1.0	0.8	-15	-3
CN(CC(=O)NCCN1CCN(c2ccccc2)CC1)S(=O)(=O)c1ccc2c(c1)CCC(=O)N2	-1.7	-1	-1.0	-0.7	2	1.6	-0.3	0.6	-4.2	-9	-1

Structural class: the compounds so far containing a thiophene ring, fused or not (three)
SMILES	ssDAF-12 act	SMARCA2 activ	hcDAF12 agonist	DAX1 inh-1	GC-A act	DAX1 inh-2	GAA850 FXN act	PG9 Ab binder	hgDAF12 agonist	ADAM10 inh	ADAM17 inh
COc1ccc(Cl)cc1NC(=O)CSc1sc2c(O)cc(=O)[nH]c2c1C#N	-0.8	7	0.6	0.5	-2	-1.8	-0.8	-2.5	1.4	-3	0
CCOc1ccc(-c2c(C(=O)N/N=C/c3cccs3)nnn2-c2nonc2N)cc1	-1.7	-3	-0.9	0.6	0	-0.1	0.0	1.0	-1.2	5	4
C=CCn1c(O)c(N=NC(=O)c2ccccc2NS(=O)(=O)c2cccs2)c2ccccc21	-2.4	-8	-5.5	-1.1	6	0.2	4.7	-0.8	-16	-3	2

Assay outcomes: PubChem, several laboratories

Compounds were not picked by outcome, and some 6.8% of all compounds hit somewhere here.
